FAS TE block = FAS thioesterase (human) inhibition; P49327; recombinant FAS-TE, OMFH fluorogenic substrate, fluorescence endpoint; inhibition, % at 15 µM; 360,000 compounds, 0.67% hits; AID 602261;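 active = compounds whose normalised, plate-corrected inhibition of enzyme fluorescence in the single-dose primary screen is 50% or more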;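 note: 0% = DMSO with enzyme and 100% = substrate without enzyme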
NRP1-CendR mod = modulators of CendR peptide binding to human neuropilin-1; FAM-RPARPAR peptide binding to NRP-1, fluorescence polarization; inhibition, % at 25 µM; 360,000 compounds, 0.85% hits; AID 602438;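 active = inhibition or corrected inhibition above about 18%, plus a signal ratio from 0.5 to 1.5, limit read from the data, passing the limit was not always enough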; note: strong numbers were not always called active
Rin1-Abl PPI inh = inhibitors of human Rin1-Abl protein interaction | AID 588664 | TR-FRET Rin1/Abl binding, biochemical | P00519+Q13671 | inhibition, % at 7.35 µM | 360,000 compounds, 0.4% hits; in the data active = inhibition above about 5%, passing the limit was not always enough
MT1-MMP act inh = inhibitors of human MT1-MMP activation; GFP/RFP ratio change, % at 20 µM; AID 651647; HT1080 RFP-PRO-GFP cells, GFP/RFP ratio fluorescence, overnight; percent of plate control window, DMSO zero; 360,000 compounds, 0.061% hits;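 active = GFP/RFP ratio change of at least 30% with cell ATP level not reduced by more than half and red fluorescence within 50% of control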; note: strong numbers were not always called active
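Material: RFP-PRO-GFP reporter HT1080 cells. Dosing: single-point 20 µM compound, 1% DMSO. Controls: DMSO and RFP-L50D-GFP cell wells. Timing: cells overnight before dosing, compound overnight, 37 °C, 5% CO2. Measure: GFP/RFP fluorescence ratio.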
bovine MsrA act = activates bovine MsrA enzyme; purified bovine MsrA, absorbance read-out; activation, % at 10.6 µM; 360,000 compounds, 0.3% hits; AID 602163; in the data active = activation above about 7.5%;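 note: 0% = vehicle and 100% = reference activator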
MsrA inhibitor = inhibits bovine methionine sulfoxide reductase A. AID 651718. purified bovine MsrA, absorbance read-out. inhibition, % at 15.5 µM. 360,000 compounds, 0.75% hits; in the data active = inhibition above about 4.5%;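 note: 0% = vehicle wells with enzyme and 100% = reference inhibitor wells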
E coli Lon inh = inhibits E. coli Lon protease. P0A9M0. purified E. coli Lon protease, fluorescence polarization. inhibition, % at 7.94 µM. 360,000 compounds, 0.42% hits; in the data active = inhibition above about 13%, passing the limit was not always enough;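 note: 0% = enzyme with probe and DMSO and 100% = no enzyme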
Target sequence (P0A9M0 whole entry, looked up): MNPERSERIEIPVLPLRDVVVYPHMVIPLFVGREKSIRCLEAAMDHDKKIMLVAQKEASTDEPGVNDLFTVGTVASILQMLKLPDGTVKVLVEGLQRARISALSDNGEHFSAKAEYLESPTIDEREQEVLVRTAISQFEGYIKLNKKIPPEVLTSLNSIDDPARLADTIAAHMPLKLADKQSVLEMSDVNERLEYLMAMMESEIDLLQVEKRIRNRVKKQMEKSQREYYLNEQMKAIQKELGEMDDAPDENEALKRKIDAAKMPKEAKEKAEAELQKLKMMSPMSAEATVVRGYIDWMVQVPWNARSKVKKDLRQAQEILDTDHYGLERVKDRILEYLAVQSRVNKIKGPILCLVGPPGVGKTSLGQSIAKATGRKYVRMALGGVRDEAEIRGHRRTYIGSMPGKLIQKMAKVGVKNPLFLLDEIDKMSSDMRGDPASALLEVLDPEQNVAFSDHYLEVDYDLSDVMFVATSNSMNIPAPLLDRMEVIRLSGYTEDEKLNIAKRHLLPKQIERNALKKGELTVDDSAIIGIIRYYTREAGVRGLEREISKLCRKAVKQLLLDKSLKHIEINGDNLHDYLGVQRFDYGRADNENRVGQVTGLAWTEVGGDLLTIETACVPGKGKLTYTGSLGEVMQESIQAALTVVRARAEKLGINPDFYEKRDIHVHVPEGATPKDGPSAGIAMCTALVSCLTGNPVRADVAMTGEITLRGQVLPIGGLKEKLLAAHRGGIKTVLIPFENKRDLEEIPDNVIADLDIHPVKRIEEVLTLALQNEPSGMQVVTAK
SKN-1 block = C. elegans SKN-1 inhibition | 360,000 compounds, 0.49% hits | AID 624304 | C. elegans VP596 Pgst-4::GFP/RFP ratio, acrylamide-induced, 24 h | inhibition, % at 21.8 µM;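 active = interference check ratio from 0.5 to 1.5 plus GFP to RFP signal ratio inhibition reaching or exceeding a fixed threshold, cut at about 30% in these data, passing the limit was not always enough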; note: some compounds called inactive have numbers as strong as hits
Neddyl block = blocks human cullin neddylation; TR-FRET cullin neddylation, biochemical; 360,000 compounds, 0.58% hits; AID 651699; calls only at 25 µM; P61081+Q13564; in the data active = inhibition above about 36%
Active calls of the source: *; i = inactive; / = no result given.

SMILES	FAS TE block	NRP1-CendR mod	Rin1-Abl PPI inh	MT1-MMP act inh	bovine MsrA act	MsrA inhibitor	E coli Lon inh	SKN-1 block	Neddyl block
Nc1ccc2c(c1)OC1(CCCC1)O2	-8	-14	0	-24	-9	1.2	5	11	i
Cc1nnc(CN(C)Cc2cn[nH]c2-c2ccc(-c3ccccc3)cc2)o1	-4	-3	-3	-2	-2	0.7	-4	-3	i
CC1CC(C)CN(S(=O)(=O)c2ccc(C(=O)NCc3ccc4c(c3)OCO4)cc2)C1 (centres undefined)	21	3	3	3	-8	0.9	-14	0	i
CCCCC(=O)Nc1ccc(C(=O)Nc2ccc(OC)cc2[N+](=O)[O-])cc1	-48	135	-5	-20	-3	0.9	-99	-11	i
O=C(NCCS(=O)(=O)NCc1ccc(F)cc1)c1ccc2c(c1)OCO2	1	-8	-1	2	0	0.6	-7	6	i
c1ccc(Cn2nnc3c(NCc4ccc5c(c4)OCO5)ncnc32)cc1	-6	-8	-2	1	-4	1.8	0	7	i
C=C1CCC(N(O)c2cc(C)on2)C(=C)CCC2C1CC2(C)C (centres undefined)	9	11	2	-6	2	-1.4	-12	18	i
O=C1c2ccccc2NC(c2cccs2)N1O (centres undefined)	-5	1	-1	-4	-3	0.6	1	11	i
COC(=O)CCCSc1nccn1-c1ccccc1	-4	10	2	-1	-3	-0.7	-4	-7	i
O=C(NCCCCNC(=O)c1ccccc1F)c1ccccc1F	-7	2	-1	-7	-2	0.7	1	-5	i
O=C(COC(=O)c1cc(Br)ccc1O)Nc1cc(S(=O)(=O)N2CCCC2)ccc1Cl	10	-18	1	/	-11	0.2	-5	3	i
CC(C)c1nnc(NC(=O)CCC(=O)N2CCC(Cc3ccccc3)CC2)s1	-2	6	3	1	0	-0.5	-3	4	i
CC(=O)c1cc(-c2ccccc2)n(CC(=O)NC(C)(C)C)c1C	-6	9	0	0	-4	-0.9	-6	8	i
O=C1OC(Cc2ccncc2)C(O)=C1C1=NCCCN1 (centres undefined)	-10	2	-1	-3	0	0.4	-2	1	i
CCCn1ncc(CN2CCN(CCc3ccccc3)C(CCO)C2)c1C (centres undefined)	-10	-6	0	4	1	-1.6	0	-3	i
COc1ccc(CNC(=O)CCCCCn2c(SCC#N)nc3cc4c(cc3c2=O)OCO4)cc1	-1	-3	-3	1	-2	-1.1	6	8	i
Nc1ccc(C(=O)c2cccs2)cc1	-7	6	-7	-1	-4	1.6	18	2	i
c1ccc(-c2nnc(CN3CCCCC3)o2)cc1	-7	5	-2	3	-3	0.8	9	-2	i
CC(=O)NC(CCS(C)(=O)=O)C(=O)Nc1c(C)cccc1C (centres undefined)	-4	-9	-2	-3	-1	0.3	-7	-15	i
O=C(Nc1ccc(N2CCOCC2)cc1)c1cccc2c(-c3ccc(F)c(F)c3)coc12	20	0	2	3	-2	1.3	-3	9	i
COc1cc(-c2cc(C(=O)O)c3cc4ccccc4cc3n2)cc(OC)c1OC	-7	-9	-3	11	-2	0.8	-5	3	/
COc1ccc(/C=N/NC(=S)SC)cc1OC	-3	1	1	-2	-4	6.2*	2	-12	i
COc1cc(C(=O)NCc2nnc(SCC(=O)N3CCc4ccccc43)o2)cc(OC)c1OC	-1	-1	5	-1	-2	-0.1	-2	1	i
CCN(C[C@H]1N[C@@](CC)(C(=O)OC)[C@H]2C(=O)N(C)C(=O)[C@@H]12)C(=O)Nc1ccc(F)cc1	-9	33*	-4	4	-6	-0.6	-3	2	i
Cn1cccc1C(=O)OCC(=O)Nc1cccc(S(=O)(=O)N2CCOCC2)c1	-3	9	-1	2	-4	1.8	-1	3	i
CC(C)(C)NC(=O)CN(C(=O)CNS(=O)(=O)c1ccccc1)c1ccc2c(c1)OCCO2	-2	-3	-3	-3	-3	-0.3	-4	8	i
CCOC(=O)N1CCN(C(=O)c2ccc(C)c(S(=O)(=O)Nc3ccccc3)c2)CC1	-3	4	0	0	-8	-1.2	-3	0	i
O=C(NCc1ccccc1)C(c1ccccc1F)n1c(=O)c(-c2ccccc2)nc2ccccc21 (centres undefined)	/	-7	/	0	/	0.8	/	4	i
COc1ccc(CCNC(=O)COc2ccc(S(=O)(=O)N3CCCC3)cc2)cc1	-5	-1	2	0	-1	1.5	0	3	i
COc1ccc(C(=O)NC(=S)Nc2ccccc2N2CCOCC2)cc1Br	13	5	2	-4	-5	1.1	3	6	i
COCOCCn1cc(CN2CCS(=O)(=O)N(Cc3ccc(-c4ccc(Cl)nc4)cc3)C(CC(C)C)C2=O)nn1 (centres undefined)	6	-2	0	5	2	-1.2	-9	-2	i
CCC1(c2ccccc2)NC(=O)N(CC(=O)N(C)CC(=O)Nc2cccc(OC)c2)C1=O (centres undefined)	-3	3	0	1	-5	-0.1	-8	-19	i
CN(Cc1nc(Cc2cccc(C(F)(F)F)c2)no1)C1CC(C)(C)NC(C)(C)C1	-6	2	1	3	-3	0.3	-4	8	i
CCCCCNC(=O)C(c1cccc2ccccc12)n1c(=O)c(-c2cc3ccccc3[nH]2)nc2ccccc21 (centres undefined)	/	-1	/	1	/	0.3	/	1	/
CCC(=O)OCC(=O)C1(OC(=O)CC)[C@H](C)C[C@H]2[C@H]3[C@H]([C@@H](O)C[C@@]21C)[C@@]1(C)C=CC(=O)C=C1C[C@H]3Cl (some centres undefined)	3	13	8	-6	-7	2.4	-2	-5	i
CCN(CC(=O)NCc1cccs1)C(=O)/C=C/c1ccc(OC)c(OC)c1	-7	3	-1	7	-4	4.3	-1	-1	i
COc1cc(-c2cc(C(=O)NCc3ccco3)c3ccccc3n2)cc(OC)c1OC	5	-3	0	9	-3	0.6	-4	-12	i
CCNc1nc(NCC)nc(OCCNS(=O)(=O)c2ccccc2)n1	-1	0	-3	3	-3	-0.3	-11	-4	i
CN(C)S(=O)(=O)N(CC(=O)NCCSCc1ccccc1)c1ccccc1	2	7	2	-4	-3	0.2	-5	-9	i
Nc1nc(SCC(=O)Nc2cccc(Oc3ccccc3)c2)n[nH]1	-65	-2	-2	2	-1	-0.9	4	-3	i
CC(=O)C1=CCC(c2ccc(Cl)cc2)N(S(=O)(=O)c2ccccc2C)C1 (centres undefined)	22	14	1	1	-1	0.6	2	4	i
O=C(Nc1ccc2c(c1)C(=O)N(CC1CCCO1)C2=O)c1ccccc1Br (centres undefined)	-1	-6	-2	4	-3	1.2	4	0	/
Nc1ncnc2c1nc(SCCO)n2Cc1ccccc1	-4	1	-1	-2	-9	2.2	0	-4	i
CCCOC(=O)CSc1nc(N)c(C#N)c(-c2ccco2)c1C#N	7	-30	-5	-1	-1	2.3	-8	22	i
CCCCC(=O)N(C)c1c(C)nc2ccc(C(=O)N(CC)CCN(C)C)cn12	-8	-2	-3	1	-1	1.0	-2	-3	i
Cc1ccc(NC(=O)CN(C)C(=O)COC(=O)C(C)(C)Oc2ccc(Cl)cc2)cc1	8	6	2	3	-3	0.1	-1	-21	i
Cc1nnc(SCC(=O)N(C)c2ccccc2)n1-n1cccc1	-6	14	1	-2	-3	/	-11	-8	i
Cc1ccc(NC(=O)c2ccc(NCCN)c([N+](=O)[O-])c2)cc1Cl	-29	11	-2	10	-3	0.7	-2	9	i
COc1ccccc1N1CCN(C2CCCN(C(=O)c3snnc3C)C2)CC1 (centres undefined)	-6	10	-1	-3	-2	-0.1	-1	10	i
c1coc(CN(Cc2ccco2)c2ncnc3c2oc2ccccc23)c1	25	-12	-5	-4	-2	/	-3	-1	i
CCN(CCCNC(=O)CN1C(=O)COc2ccc(S(=O)(=O)N3CCC(C)CC3)cc21)Cc1ccccc1	0	-1	5	-7	-12	-0.9	16	-11	i
O=C(CSc1ccc2nnc(-c3ccccn3)n2n1)N1CCOCC1	-1	8	-3	-2	0	-0.7	-5	-5	/
O=C(Nc1ccccc1Cl)c1ccc(S(=O)(=O)NCC2CCCO2)cc1 (centres undefined)	-5	-4	-1	-1	-2	-1.3	1	23	i
COCCCn1c(=N)c(C(=O)NC2CCCCC2)cc2c(=O)n3ccccc3nc21	-6	-12	0	-4	-1	1.3	-8	4	/
CCOc1ccc(S(=O)(=O)NC(C)C(=O)NC2CCCC2)cc1 (centres undefined)	-3	13	1	3	-9	-0.9	-9	1	i
Cc1ccc(N(C(=O)c2ccc(S(=O)(=O)N3CCCC3)cc2)C2C=CS(=O)(=O)C2)cc1 (centres undefined)	-1	9	2	-4	-3	0.9	5	9	i
C[C@H](CO)N1C[C@H](C)[C@@H](CN(C)C(=O)Nc2ccc(C(F)(F)F)cc2)Oc2c(NS(=O)(=O)c3cn(C)cn3)cccc2C1=O	7	10	-2	4	-13	0.3	-12	5	i
Cc1cc(S(=O)(=O)N2CCOCC2)ccc1OCC(=O)NCCCn1ccnc1	-1	3	-2	0	-3	1.9	2	-7	i
COc1ccc(C(=O)N/C(=C/c2cccs2)C(=O)NC(C)(C)C)cc1OC	-2	4	1	2	-4	1.8	1	5	i

Shown with values under each structure: 16 of the compounds above
Fields: FAS TE block | NRP1-CendR mod | Rin1-Abl PPI inh | MT1-MMP act inh | bovine MsrA act | MsrA inhibitor | E coli Lon inh | SKN-1 block | Neddyl block
CCCOC(=O)CSc1nc(N)c(C#N)c(-c2ccco2)c1C#N
    7 | -30 | -5 | -1 | -1 | 2.3 | -8 | 22 | i
CCCCC(=O)N(C)c1c(C)nc2ccc(C(=O)N(CC)CCN(C)C)cn12
    -8 | -2 | -3 | 1 | -1 | 1.0 | -2 | -3 | i
Cc1ccc(NC(=O)CN(C)C(=O)COC(=O)C(C)(C)Oc2ccc(Cl)cc2)cc1
    8 | 6 | 2 | 3 | -3 | 0.1 | -1 | -21 | i
Cc1nnc(SCC(=O)N(C)c2ccccc2)n1-n1cccc1
    -6 | 14 | 1 | -2 | -3 | / | -11 | -8 | i
Cc1ccc(NC(=O)c2ccc(NCCN)c([N+](=O)[O-])c2)cc1Cl
    -29 | 11 | -2 | 10 | -3 | 0.7 | -2 | 9 | i
COc1ccccc1N1CCN(C2CCCN(C(=O)c3snnc3C)C2)CC1 (centres undefined)
    -6 | 10 | -1 | -3 | -2 | -0.1 | -1 | 10 | i
c1coc(CN(Cc2ccco2)c2ncnc3c2oc2ccccc23)c1
    25 | -12 | -5 | -4 | -2 | / | -3 | -1 | i
CCN(CCCNC(=O)CN1C(=O)COc2ccc(S(=O)(=O)N3CCC(C)CC3)cc21)Cc1ccccc1
    0 | -1 | 5 | -7 | -12 | -0.9 | 16 | -11 | i
O=C(CSc1ccc2nnc(-c3ccccn3)n2n1)N1CCOCC1
    -1 | 8 | -3 | -2 | 0 | -0.7 | -5 | -5 | /
O=C(Nc1ccccc1Cl)c1ccc(S(=O)(=O)NCC2CCCO2)cc1 (centres undefined)
    -5 | -4 | -1 | -1 | -2 | -1.3 | 1 | 23 | i
COCCCn1c(=N)c(C(=O)NC2CCCCC2)cc2c(=O)n3ccccc3nc21
    -6 | -12 | 0 | -4 | -1 | 1.3 | -8 | 4 | /
CCOc1ccc(S(=O)(=O)NC(C)C(=O)NC2CCCC2)cc1 (centres undefined)
    -3 | 13 | 1 | 3 | -9 | -0.9 | -9 | 1 | i
Cc1ccc(N(C(=O)c2ccc(S(=O)(=O)N3CCCC3)cc2)C2C=CS(=O)(=O)C2)cc1 (centres undefined)
    -1 | 9 | 2 | -4 | -3 | 0.9 | 5 | 9 | i
C[C@H](CO)N1C[C@H](C)[C@@H](CN(C)C(=O)Nc2ccc(C(F)(F)F)cc2)Oc2c(NS(=O)(=O)c3cn(C)cn3)cccc2C1=O
    7 | 10 | -2 | 4 | -13 | 0.3 | -12 | 5 | i
Cc1cc(S(=O)(=O)N2CCOCC2)ccc1OCC(=O)NCCCn1ccnc1
    -1 | 3 | -2 | 0 | -3 | 1.9 | 2 | -7 | i
COc1ccc(C(=O)N/C(=C/c2cccs2)C(=O)NC(C)(C)C)cc1OC
    -2 | 4 | 1 | 2 | -4 | 1.8 | 1 | 5 | i
